Screening results as filed in PubChem BioAssay.
IL1B secr inh: qHTS for Inhibitors of Inflammasome Signaling: IL-1-beta AlphaLISA Primary Screen; THP-1 LPS/ATP IL-1B secretion, AlphaLISA, 16 h; stronger effect = lower value; activity change, % at 57.5 µM; 360,000 compounds, 4.7% hits; AID 743279, 2014; in the data active = activity change below about -50%; inconclusive = mostly about -30% to -49%; note: % is set by controls: 0 for no effect and ±100 for the full control effect
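Secreted IL-1B measured by AlphaLISA bead assay after 16 h compound exposure of THP-1 cells; compounds (final up to 57.5 uM) added 1 h before LPS (250 ng/mL) and ATP (1.25 mM) stimulation; lower signal means less secretion.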
HT1080NT lethal: qHTS for induction of synthetic lethality in tumor cells producing 2HG: qHTS for the HT-1080-NT fibrosarcoma cell line; Potency, µM (top dose mostly 46.1 µM), inactives show top-dose activity, negative = less viability, usual class: cytotoxic; HT-1080-NT fibrosarcoma viability, CellTiter-Glo ATP luminescence, 48 h; 360,000 compounds, 1.6% hits; AID 686970, 2013;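 note: NT is the 2HG producing partner of a matched IDH1 knockdown line; potency is the fitted concentration of half-maximal effect; 0% = DMSO-treated cells and -100% = media-only wells without cells; nearly all actives have a fitted effect of over 55% in size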
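A 48-hour cytotoxicity screen used HT-1080-NT cells plated 2 hours before compound delivery. ATP-based CellTiter-Glo luminescence measured viability, normalized to DMSO and no-cell controls.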
MCF10A rerep: A quantitative high throughput screen for small molecules that induce DNA re-replication in MCF 10a normal breast cells; MCF 10A DNA re-replication, Hoechst nuclear intensity, 48 h; Potency, µM (series often up to 46.1 µM), without a hit: at the highest dose activity, positive = re-replication, usual class: activators; 350,000 compounds, 2.9% hits; note: potency is the fitted concentration of half-maximal effect; % of control where 0% means no effect; nearly all actives have a fitted effect of over 50% in size
KB-3-1 tox: qHTS assay for MDR1-selective chemotherapeutics: Primary screen using the parental adenocarcinoma cell KB-3-1 | Potency, µM (doses to about 46.1 µM), without a hit: top-dose activity change, negative = cytotoxic, actives largely listed as cytotoxic | AID 1347075, 2019 | 400,000 compounds, 1.4% hits | KB-3-1 viability, CellTiter-Glo ATP luminescence, 72 h; note: potency is the fitted concentration of half-maximal effect; % is set by controls: 0 for no effect and ±100 for the full control effect; nearly all actives have a fitted effect of over 60% in size
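Here the drug-naive KB-3-1 line serves as comparator for MDR sub-line selectivity; cells received compound titrations, 72 h at 37 °C, then CellTiter-Glo readout.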
HepG2 tox: qHTS for Inhibitors of TGF-b: Cytotox Counterscreen; HepG2 CAGA-GFP viability, ATP luminescence, 18 h; Potency, µM (titrated, usually from 46.1 µM), for inactives: at the highest dose activity change, negative = cytotoxicity, usual class: cytotoxic; 410,000 compounds, 0.76% hits; AID 588856, 2011; note: potency is the fitted concentration of half-maximal effect; some results filed as inactive show a strong effect at the top dose
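CellTiter-Glo luminescence gave cytotoxicity after 18 hours at 37 degrees C. The cells were HepG2 CAGA-GFP in 1% FBS DMEM, stimulated with 500 pg/mL TGF-beta after compound addition. %Activity was normalised to no-cell wells (complete cell-killing) and DMSO (no toxicity), and curves were fitted and classified.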
ATXN2 expr inh: Primary qHTS for Inhibitors of ATXN expression. HEK-293 ATXN2-luciferase reporter, luminescence, 24 h. Potency, µM (series often up to 57 µM), for inactives: at the highest dose activity change, negative = inhibition, usual class: inhibitors. 360,000 compounds, 0.72% hits. AID 1745845, 2022; note: potency is the fitted concentration of half-maximal effect; % is set by controls: 0 for no effect and ±100 for the full control effect; nearly all actives have a fitted effect of over 55% in size
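ATXN2-luciferase reporter cells (luciferase flanked by upstream and downstream ATXN2 gene portions) were treated 24 h at 37 °C with compounds at up to 57 uM. SteadyGlo luminescence gave expression; GF-AFC fluorescence gave viability.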
SW480 rereplic: A quantitative high throughput screen for small molecules that induce DNA re-replication in SW480 colon adenocarcinoma cells; 340,000 compounds, 1.8% hits; SW480 DNA re-replication, Hoechst DNA content imaging, 48 h; Potency, µM (top dose mostly 46.1 µM), inactives show at the highest dose re-replication activation, actives largely listed as activators; AID 624297, 2012; note: potency is the fitted concentration of half-maximal effect; % of control where 0% means no effect; nearly all actives have a fitted effect of over 55% in size
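DNA re-replication was detected as more nuclei of elevated Hoechst intensity after 48 hr exposure to compound (23 nL pinned per well of 250 cells).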
HT1080 IDH1KD tx: qHTS for induction of synthetic lethality in tumor cells producing 2HG: qHTS for the HT-1080-IDH1KD cell line. Potency, µM (highest dose often 46.1 µM), without a hit: at the top dose activity, negative = toxicity, usual class: cytotoxic. HT-1080 IDH1 knockdown viability, ATP luminescence, 48 h. 360,000 compounds, 2% hits;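 note: potency is the fitted concentration of half-maximal effect; 0% = DMSO wells and -100% = cell-free medium wells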
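Assay cells: HT-1080 with IDH1 knockdown, 750 per well, RPMI/5% FBS. Exposure: 48 h at 37 °C following 2 h pre-incubation. Read: CellTiter-Glo luminescence; fitted concentration-response, curve class assigned.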
S2 tox: Viability Counterscreen for Primary qHTS for Inhibitors of ATXN expression; S2 cells (HEK-293 line with an ATXN2-luciferase reporter) viability, CellTiter-Fluor protease fluorescence, 24 h; Potency, µM (top dose mostly 56.7 µM), actives largely listed as cytotoxic; 400,000 compounds, 0.49% hits; note: potency is the fitted concentration of half-maximal effect; nearly all actives have a fitted effect of over 40% in size
* = called active by the depositor; i = inactive; ? = inconclusive; . = no result given; & = joins results of further samples; [ ] = remark or other dose. Unless noted, calls come from the whole dose curve; as a rule, active = well fitted curve in the direction sought with a large enough effect; inconclusive = small, poorly fitted or top-dose-only effect, or another doubt; inactive = no such curve, though single readings can be large; an effect the other way counts as inactive or inconclusive. The list is partial; count on the stated rates, not on these rows.

Sample of the layout (2 entries):
No.	SMILES	IL1B secr inh	HT1080NT lethal	MCF10A rerep	KB-3-1 tox	HepG2 tox	ATXN2 expr inh	SW480 rereplic	HT1080 IDH1KD tx	S2 tox
1	CC1CN1P(=O)(Oc1ccc2ccccc2c1)N1CC1C (stereo not given)	6	8%	-22%	.	0%	6%	-1%	8%	i
2	CCCCn1c(=O)c(C(=O)Nc2ccccn2)c(O)c2ccccc21	37	0%	6%	10µM*	2%	1%	-43%[inhibitor]	5%	i

The listing, from the start:
No.	SMILES	IL1B secr inh	HT1080NT lethal	MCF10A rerep	KB-3-1 tox	HepG2 tox	ATXN2 expr inh	SW480 rereplic	HT1080 IDH1KD tx	S2 tox
1	CC1CN1P(=O)(Oc1ccc2ccccc2c1)N1CC1C (stereo not given)	6	8%	-22%	.	0%	6%	-1%	8%	i
2	CCCCn1c(=O)c(C(=O)Nc2ccccn2)c(O)c2ccccc21	37	0%	6%	10µM*	2%	1%	-43%[inhibitor]	5%	i
3	O=C1CN=C(c2ccc(Br)cc2)c2c(sc3c2CCCC3)N1CCN1CCCCC1	?	?	14%	-14%	-55%	-30%	5%	-3%	?
4	C[N+](C)(C)CCCCCCCCCC[N+](C)(C)C	20	?	9%&-2%&2%	0%	-2%	6%&11%	10%&4%&-8%	14%	i
5	Nc1ccc(C2(c3ccc(N)cc3)CCCCC2)cc1	36	-5%	1%	-3%	-4%	5%	-12%	-21%	i
6	NP(=O)(OCCCc1ccccc1)Oc1ccccc1Cl (stereo not given)	-1	1%	?	1%	-13%	-5%	-3%	7%	i
7	O=C(Cc1cc(=O)oc2cc(O)ccc12)NN=Cc1ccc(N(CCCl)CCCl)cc1	-23	-29%	?	-19%	-2%	?	?	-29%	.
8	Cc1ccc2c(c1)[C@H]1[C@H](CO2)[C@H](c2ccccc2)[C@]2(C)C(=O)N(CC3CCCO3)CC(=O)N12 (stereo not given in full)	-10	2%	-4%	5%	-3%	2%	?	8%	i
9	CN1C[C@H](C(=O)NC2(C)OC3(O)[C@@H]4CCCN4C(=O)[C@H](Cc4ccccc4)N3C2=O)CC2c3cccc4[nH]cc(c34)C[C@H]21 (stereo not given in full)	-2	?	-20%	0%	-20%	-18%	?	?	i
10	Cc1oc(-c2ccccc2F)nc1CS(=O)(=O)CC(=O)N1CCN(c2cccc(C(F)(F)F)c2)CC1	.	.	.	12%	-24%	?	.	.	?
11	CCOC(=O)N1CCN(c2ncc3c(n2)CC(c2ccccc2O)CC3=O)CC1 (stereo not given)	.	.	.	?	-24%	-20%	.	.	?
12	CCOC(=O)C(O)(c1ccc(NC(=S)NC(=O)c2ccc(Cl)cc2Cl)cc1)C(F)(F)F (stereo not given)	?	-14%	?	-13%	-36%	3%	?	-28%	i
13	CC1CCCN(CCCNC(=O)c2ccc3c(c2)N(Cc2cccc(Cl)c2)C(=O)c2ccccc2S3=O)C1 (stereo not given)	?	-25%	.	0%	13µM*	.	.	?	?
14	CC(C)CC(=O)Nc1ccc(S(=O)(=O)N2CC3CC(C2)c2cccc(=O)n2C3)cc1 (stereo not given)	8	0%	9%	-3%	41%	-5%	0%	1%	i
15	COc1cc(CN2CC3CC(C2)c2cccc(=O)n2C3)cc(OC)c1OC (stereo not given)	-14	3%	26µM*	3%	-13%	7%	1%	0%	i

No.	SMILES	IL1B secr inh	HT1080NT lethal	MCF10A rerep	KB-3-1 tox	HepG2 tox	ATXN2 expr inh	SW480 rereplic	HT1080 IDH1KD tx	S2 tox
16	O=C(NCC1=C(c2cccc3ccccc23)C[C@@H]2CC[C@H]1N2Cc1ccco1)c1ccncc1	-19	-20%	.	-2%	-28%	-10%	.	-12%	?
17	O=C1NCN(c2ccccc2)C12CCN(C(c1cc3ccccc3o1)c1nnnn1-c1ccc3c(c1)OCCO3)CC2 (stereo not given)	-22	-22%	.	0%	5%	-12%	.	-16%	?
18	CCCC(C)C1(CC)C(=O)NC(=Nc2ccc(OC)cc2)NC1=O (stereo not given)	-11	3%	7%	10%	-5%	15%	-1%	5%	i
19	C=CCOC(=O)C1=C(C)OC(N)=C(C#N)[C@@]12C(=O)N(CC(N)=O)c1ccccc12	-2	8%	-5%	0%	-3%	2%	-8%	0%	i
20	CCSc1nnc(C(N)Cc2ccccc2)o1 (stereo not given)	28	-3%	2%	2%	-29%	1%	-3%	2%	i
21	NNCc1cccc(O)c1	13	6%	?	0%	-9%	25%	-1%	6%	i
22	C=CCn1c(O)c(C(C)=Nc2cc(OC)ccc2OC)c(=O)[nH]c1=O	92	-5%	?	-14%	20%	4%	-1%[9.22 µM]	5%	i
23	CC12CCCCC1=NC(c1ccc(Br)cc1)N2O (stereo not given)	13	4%	?	-19%	-1%	0%	-7%	8%	i
24	CCCCn1c(=O)c(C(=O)Nc2cnccn2)c(O)c2ccccc21	0	-19%	?	7.3µM*	-23%	-6%	0%	-28%	i
25	Oc1ccc2c3c1OC1[C@H](O)CC[C@@]4(O)[C@@H](C2)N(CC2CC2)CC[C@]314 (stereo not given in full)	8&-2	16%&0%	-1%&4%	0%&0%	-1%&-8%	-4%&0%	-66%&1%[inhibitor]	-1%&2%	i

Eleven entries from above, set out differently.
Each structure is followed by: IL1B secr inh | HT1080NT lethal | MCF10A rerep | KB-3-1 tox | HepG2 tox | ATXN2 expr inh | SW480 rereplic | HT1080 IDH1KD tx | S2 tox
[12] CCOC(=O)C(O)(c1ccc(NC(=S)NC(=O)c2ccc(Cl)cc2Cl)cc1)C(F)(F)F (stereo not given)
    ? | -14% | ? | -13% | -36% | 3% | ? | -28% | i
[13] CC1CCCN(CCCNC(=O)c2ccc3c(c2)N(Cc2cccc(Cl)c2)C(=O)c2ccccc2S3=O)C1 (stereo not given)
    ? | -25% | . | 0% | 13µM* | . | . | ? | ?
[14] CC(C)CC(=O)Nc1ccc(S(=O)(=O)N2CC3CC(C2)c2cccc(=O)n2C3)cc1 (stereo not given)
    8 | 0% | 9% | -3% | 41% | -5% | 0% | 1% | i
[15] COc1cc(CN2CC3CC(C2)c2cccc(=O)n2C3)cc(OC)c1OC (stereo not given)
    -14 | 3% | 26µM* | 3% | -13% | 7% | 1% | 0% | i
[16] O=C(NCC1=C(c2cccc3ccccc23)C[C@@H]2CC[C@H]1N2Cc1ccco1)c1ccncc1
    -19 | -20% | . | -2% | -28% | -10% | . | -12% | ?
[17] O=C1NCN(c2ccccc2)C12CCN(C(c1cc3ccccc3o1)c1nnnn1-c1ccc3c(c1)OCCO3)CC2 (stereo not given)
    -22 | -22% | . | 0% | 5% | -12% | . | -16% | ?
[18] CCCC(C)C1(CC)C(=O)NC(=Nc2ccc(OC)cc2)NC1=O (stereo not given)
    -11 | 3% | 7% | 10% | -5% | 15% | -1% | 5% | i
[19] C=CCOC(=O)C1=C(C)OC(N)=C(C#N)[C@@]12C(=O)N(CC(N)=O)c1ccccc12
    -2 | 8% | -5% | 0% | -3% | 2% | -8% | 0% | i
[20] CCSc1nnc(C(N)Cc2ccccc2)o1 (stereo not given)
    28 | -3% | 2% | 2% | -29% | 1% | -3% | 2% | i
[21] NNCc1cccc(O)c1
    13 | 6% | ? | 0% | -9% | 25% | -1% | 6% | i
[22] C=CCn1c(O)c(C(C)=Nc2cc(OC)ccc2OC)c(=O)[nH]c1=O
    92 | -5% | ? | -14% | 20% | 4% | -1%[9.22 µM] | 5% | i
